Screens deposited in PubChem BioAssay by several laboratories.
CHRM4 PAM – positive allosteric modulators of human muscarinic M4 receptor | P08173 | activation, % at 3 µM | CHO-K1 hM4/Gqi5, Fluo-8 calcium fluorescence, ACh EC20; 0% = ACh EC20, 100% = maximal ACh | AID 624126 | 0.4% of 360,000 active;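 active means activation above its plate's cutoff, the mean activation of sample wells plus 3 SD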; further: some results filed as inactive read as strong as hits
pCIP destab – lowers stability of the mouse p/CIP coactivator protein; F442A p/CIP-EGFP cells, EGFP fluorescence, 16 h; 0.01% of 290,000 active; decrease of EGFP signal, % at 10 µM; AID 1984;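 active means EGFP signal decrease of at least 30% at 10 µM or well 3 SD below plate mean, unless failing retest; inactive means the rest, including hits failing retest or dose response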; further: some compounds called inactive have numbers as strong as hits; many of its hits are not listed in these tables
CRFR2-BP ag – CRF-BP/CRF-R2 complex agonism; activation, % at 13.2 µM; HEK293 CRF-R2/CRF-BP, calcium dye fluorescence (FLIPR); percent of saturating CRF peptide response; 0.46% of 350,000 active; AID 588473;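 active means activation of at least 50%, plus an integration ratio under a set limit after plate pattern correction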;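 further: plate controls were neutral control wells without compound for no effect and CRF at EC100 for full effect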
CRFBP-R2 block – antagonists of CRF-binding protein/CRF-R2 receptor complex; HEK293 CRF-R2/CRF-BP, CRF-induced calcium fluorescence; inhibition, % at 11.8 µM; 0.59% of 350,000 active; AID 588475;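 active means inhibition of the ligand-induced calcium signal above about 50% at the single tested concentration, limit read from the data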
IDE act – activators of human insulin-degrading enzyme in cells; HEK cells, FAbeta-B cleavage, fluorescence polarization; 0% vehicle, 100% cell-free pure enzyme wells; activation, % at 5.96 µM; 0.073% of 340,000 active; AID 493087;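 active means activation above the mean of all tested compounds plus 3 SD, set per screening campaign, cut at about 17% in these data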
IDE cell inh – cellular human IDE inhibition; P14735; HEK cells, FAbetaB cleavage, fluorescence polarization; inhibition, % at 5.59 µM; 0.41% of 320,000 active; AID 434962;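 active means percent inhibition above the average of all tested compounds plus 3 SD, set per screening campaign, cut at about 16% in these data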;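 further: IDE supplied by intact live HEK cells; FP after avidin binding of uncleaved biotin substrate so inhibition keeps polarization high; 0% = DMSO wells and 100% = 60 µM reference IDE inhibitor Ii1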
MEKK3 PB1 HTS – MEKK3-MEK5 PB1 interaction, increase or decrease. Q99759. bead-based flow cytometry, Alexa488-MEK5 binding to MEKK3; actives lie on both sides; 0 = blocked by unlabeled MEK5, 100 = vehicle. binding response (% of control), % at 10 µM. 1.4% of 290,000 active. AID 1529;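 active means binding response more than 3 SD above or below the average of its plate-row segment, actives on both sides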;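 further: Alexa488 bead fluorescence after subtracting the streptavidin-only scavenger bead signal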
PHOSPHO1 inh – blocks human PHOSPHO1 phosphatase activity | Q8TCT1 | recombinant PHOSPHO1, absorbance phosphatase assay | inhibition, % at 13.3 µM | 1.1% of 290,000 active | AID 1565; in the data active means inhibition above about 60%
GalR3 antagonist – human GalR3 antagonism; 0.44% of 360,000 active; HEK293 GalR3-CNG cAMP membrane potential fluorescence; galR3 body fused to GalR1 C-terminus; inhibition, % at 3 µM; AID 651719; O60755;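 active means inhibition above the screen-wide average plus 3 SD, cut at about 13% in these data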;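 further: forskolin and galanin both at EC90 stimulate the cells; cAMP rise reported by CNG channel membrane potential dye signal; 0% = forskolin plus galanin with DMSO and 100% = forskolin alone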
An asterisk follows results filed as active; . = not tested or not shown; [ ] = dose if it differs, or a comment.

SMILES | CHRM4 PAM | pCIP destab | CRFR2-BP ag | CRFBP-R2 block | IDE act | IDE cell inh | MEKK3 PB1 HTS | PHOSPHO1 inh | GalR3 antagonist
CCc1ccn2cc(-c3cc(-c4ccccc4)no3)nc2c1 | -1 | -6 | -0.6 | -4 | 2 | 0 | 97 | 1 | -3
CC(=O)n1nc(-c2cccnc2)nc1N | 12 | -12 | 0.3 | 23 | 4 | -1 | 94 | 10 | -1
COc1ccc(NC(=O)c2oc3ccccc3c2NC(=O)COc2ccccc2OC)c(OC)c1 | -6 | -3 | -0.1 | 5 | 1 | -3 | 98 | 2 | 1
O=C(NCCCN1CCOCC1)c1ccc(N2CCOCC2)c([N+](=O)[O-])c1 | 1 | -5 | 1.3 | -8 | 5 | -4 | 99 | 43 | 0
CS(=O)(=O)c1ccc(Cl)c(NC(=O)Cc2ccsc2)c1 | 8 | -1 | -1.1 | 12 | 2 | 3 | 102 | 19 | -1
COc1ccc(NC(=O)N(C)C[C@H]2Oc3ccc(NC(=O)Cn4cnnn4)cc3C(=O)N([C@H](C)CO)C[C@@H]2C)cc1 | -3 | . | -0.9 | 3 | 4 | -2 | . | . | -6
CCn1c(SCC(=O)N2CCCCC2)nc2c(c1=O)SCC2 | -1 | -11 | -0.7 | 52* | -1 | 6 | 105 | 38 | -3
CCCCn1c(N)c(N(C)C(=O)c2c(C)nn(-c3ccccc3)c2C)c(=O)[nH]c1=O | 3 | . | 1.7 | 1 | 2 | 1 | . | . | -6
COc1ccc(N2CCN(C(=O)c3ccc(S(=O)(=O)N4CCCC4)cc3)CC2)cc1 | -3 | 16 | -1.6 | 8 | 6 | 8 | 101 | 5 | -6
Nc1nc(Nc2ccc(Cl)cc2)nc(NCc2ccco2)c1[N+](=O)[O-] | -10 | -6 | -1.1 | -30 | 5 | -1 | 110 | 28 | -11
COc1ccc(C(CCN2CCOCC2)c2c(OC)cc(OC)c3ccc(=O)oc23)cc1 (stereo unspecified) | 5 | . | -2.5 | 17 | 5 | . | . | . | -2
O=C(OC1CCOC1=O)c1ccc(-c2nc3ccccc3s2)s1 (stereo unspecified) | 7 | 8 | 1.9 | 6 | -1 | 4 | 102 | 27 | -3
O=C(CSc1ncn(-c2ccccc2)n1)c1cccs1 | -6 | -13 | -1.9 | 17 | -2 | -1 | 100 | -38 | 6
Cc1ccc(S(=O)(=O)N2CCC(C(=O)Nc3ccc(S(=O)(=O)N4CCOCC4)cc3)CC2)cc1 | -2 | . | 4.5 | -20 | 4 | . | . | . | -8
COc1ccc([N+](=O)[O-])cc1-c1[nH]c(-c2ccc(C(=O)O)cc2)nc1-c1ccccc1 | 2 | -9 | -1.5 | 36 | 3 | 1 | 105 | 44 | -10
Cc1ccc(CCC(=O)Nc2ccc(C)c(C)c2)o1 | 6 | 12 | -3.1 | 0 | -2 | 5 | 102 | -10 | -7
CCCOC(=O)Cc1n[nH]c(=O)[nH]c1=O | 5 | 7 | 4.5 | -30 | 1 | -2 | 101 | 49 | -2
COc1cc(OC)cc(C(=O)NCCNC(=O)c2ccccn2)c1 | -2 | 13 | -0.9 | -4 | 2 | -6 | 101 | 45 | -10
O=c1oc2ccccc2cc1-c1csc(NN=C2CCCC2)n1 | -8 | -4 | -1.2 | -16 | 8 | -1 | 111 | -18 | -2
O=C(Cc1cn2ccsc2n1)Nc1ccccc1Oc1ccccc1 | -8 | 2 | -1.4 | 9 | 3 | 6 | 94 | 16 | -4
CC(C)CN(C(=O)CCCc1nc2ccccc2c(=O)[nH]1)c1c(N)n(Cc2ccccc2)c(=O)[nH]c1=O | 12 | . | -0.1 | 1 | 0 | 2 | . | . | -4
Cc1nc2nc(C(F)(F)F)[nH]c2nc1C | 2 | . | -1.8 | 7 | . | . | . | . | -4
Cc1c(N2C(=O)c3ccc(F)cc3C2=O)c(=O)n(-c2ccccc2)n1C | 7 | 6 | -0.2 | 2 | -1 | -7 | 106 | -3 | 4
COc1ccc2[nH]cc(CCN3C(=O)CCC3=O)c2c1 | -1 | 0 | -0.4 | 14 | 0 | 3 | 91 | 9 | -3
COc1ccc(C(=O)O)cc1S(=O)(=O)NCCc1ccccn1 | 22 | -7 | -0.6 | -3 | -3 | -1 | 98 | 30 | 3
Further entries.
SMILES | CHRM4 PAM | pCIP destab | CRFR2-BP ag | CRFBP-R2 block | IDE act | IDE cell inh | MEKK3 PB1 HTS | PHOSPHO1 inh | GalR3 antagonist
CCn1c(CNC(=O)c2ccco2)nnc1SCC(=O)Nc1cc(C)c(C)cc1Br | 22 | -2 | -0.6 | 5 | 0 | -1 | 104 | 0 | -3
CCCc1nnc(NC(=O)CCC(=O)N2CCN(Cc3ccccc3)CC2)s1 | 8 | -18 | -2.8 | 6 | 7 | 0 | 101 | 38 | -3
CN(Cc1ccccc1)C(=O)CCC1CCN(C(=O)c2ccco2)CC1 | -7 | . | -1.6 | 0 | . | . | . | . | 3
CS(=O)(=O)N(CC(=O)Nc1ccc2c(c1)OCO2)c1ccc(Cl)cc1 | 2 | -22 | -3.0 | 4 | 2 | 0 | 102 | -6 | -4
CC1Cc2nc(SCC(=O)c3ccccc3)n(Cc3ccccc3)c(=O)c2S1 (stereo unspecified) | -5 | -6 | 0.9 | 13 | -3 | 3 | 101 | 22 | .
NCCCC[C@H]1CNC(=O)C(=O)N1CCCCC1CCCCC1 | 3 | -6 | -0.2 | 10 | 12 | -2 | 98 | 35 | -4
O=C(C[C@H]1C[C@@H]2c3cc(NC(=O)Nc4ccccc4F)ccc3O[C@@H]2[C@H](CO)O1)NCc1ccccn1 | -2 | . | 0.3 | 9 | . | . | . | . | -7
COc1ccc(N(CC(=O)NCc2ccc3c(c2)OCO3)C(=O)CCC(=O)Nc2ccccn2)cc1 | -7 | -9 | -1.6 | 7 | 5 | -1 | 108 | 35 | -5
CCn1ncc(/C=N\NC(=O)COc2cc(C)cc(C)c2)c1C | -9 | -6 | -1.1 | -4 | -3 | 4 | 99 | 9 | 2
CCN(CC)S(=O)(=O)c1ccc2oc(C(=O)NCCCN3CCOCC3)c(C)c2c1 | -7 | -7 | -0.1 | -3 | 2 | -3 | 92 | 8 | -2
O=C(O)CCc1ccc(-c2ccccc2)n1-c1ccc(C(=O)O)cc1 | -5 | -1 | 0.2 | 23 | 0 | 0 | 103 | -133 | .
Cc1ccccc1N/N=C/c1sc(=O)n(Cc2cccc(C(=O)O)c2)c1Cl | -5 | 3 | -3.5 | 29 | 6 | 4 | 94 | -34 | -4
O=C(NC1CCCCC1)c1cccs1 | 13 | 5 | -0.3 | -8 | 6 | 3 | 102 | 0 | -1
C=C(C)C(=O)N1CC2(CC(c3cccc(NC(=O)/C(C)=C\C)c3)=NO2)C[C@H]1C(N)=O (stereo partly specified) | 7 | -11 | 4.6 | -5 | 9 | -2 | 106 | 22 | -2
Cc1ccc(C)n1NC(=O)c1ccccc1Cl | -1 | -14 | 2.6 | 5 | -5 | -6 | 101 | -14 | 9
COc1cc(NC(=O)CSc2ncnc3sc4c(c23)CCC(C)C4)c(C(=O)O)cc1OC (stereo unspecified) | 9 | -4 | -2.5 | 3 | -3 | 11 | 96 | 0 | -6
O=C(Nc1ccc(F)c([N+](=O)[O-])c1)c1cccs1 | -5 | -15 | -3.4 | -3 | 0 | 8 | 101 | 8 | -7
O=C(c1ccc(F)cc1)c1cnc(Nc2ccccc2)s1 | 2 | -5 | 6.6 | -16 | 3 | 6 | 105 | 28 | -7
O=C(Nc1sc2c(c1C(=O)NC1CC1)CCCCCC2)c1ccco1 | 2 | -2 | 8.5 | -40 | 7 | 3 | 99 | 10 | -8
Cc1onc(-c2c(Cl)cccc2Cl)c1C(=O)O/N=C(\C#N)c1c(Cl)cccc1Cl | -4 | -10 | 1.8 | 24 | 6 | 4 | 95 | 19 | 2
COc1cccc(NC(=O)CSc2nnc3ccc(-c4ccncc4)nn23)c1 | 1 | . | -2.6 | 25 | -3 | . | . | . | -1
COCCOC(=O)C1=C(C)N(c2ccccc2)C(=O)NC1c1cccc([N+](=O)[O-])c1 (stereo unspecified) | 3 | 2 | -0.2 | -43 | 5 | 6 | 102 | 8 | 1
CC1CCCN(S(=O)(=O)c2ccc(NC(=O)C3CC(=O)N(c4ccccc4)C3)cc2)C1 (stereo unspecified) | -1 | -3 | 0.7 | -20 | 6 | 8 | 98 | -5 | -4
CCCn1nc(C(=O)Oc2ccc3c(C)cc(=O)oc3c2)c2ccccc2c1=O | 5 | -10 | 0.7 | 2 | 3 | 2 | 102 | 16 | -2
CCC(CC)C(=O)OCC(=O)Nc1cccc(S(=O)(=O)N(C)c2ccccc2)c1 | -14 | 5 | 0.4 | 3 | . | 2 | 99 | 12 | -3
Continuation:
SMILES | CHRM4 PAM | pCIP destab | CRFR2-BP ag | CRFBP-R2 block | IDE act | IDE cell inh | MEKK3 PB1 HTS | PHOSPHO1 inh | GalR3 antagonist
Cc1cccc(N2N=C(C(=O)N3CC(=O)Nc4ccccc43)CCC2=O)c1 | 4 | -3 | -1.1 | -3 | 7 | -2 | 105 | 6 | -6
CC1(C)CC(=O)C(CS(=O)(=O)c2ccccc2)=C(Cl)C1 | 5 | 7 | 0.7 | -5 | -3 | 1 | 101 | 33 | -4
COc1ccc(/C=N/N=C2/C(=O)Nc3ccccc32)cc1O | 4 | 4 | -8.2 | -4 | 4 | 4 | 100 | 13 | -2
CC(C)c1cc(-c2cc(C(=O)Nc3ccccc3)on2)nc(NC2CCCC2)n1 | 0 | . | 2.0 | -3 | 8 | 2 | 99 | . | -5
CC1CCCN(C(=O)c2cc(N3C(=O)C4C5CCC(C5)C4C3=O)ccc2Cl)C1 (stereo unspecified) | . | -4 | . | . | . | -1 | 104 | -8 | .
CC(=O)NN1C(=O)c2ccccc2NC1c1cccc([N+](=O)[O-])c1 (stereo unspecified) | -1 | -5 | -0.1 | -7 | -3 | -6 | 105 | 24 | -7
CCOc1ccc(OCCOCCOc2c(Cl)cccc2Cl)cc1 | 10 | . | -0.6 | 8 | 3 | -2 | 102 | . | 3
O=C(O)c1ccc(/C=N/NC(=O)c2ccc3c(c2)OCCO3)cc1 | 3 | -10 | -0.8 | 13 | 1 | 7 | 103 | -14 | -6
COc1ccc(C(=O)Nc2ccccc2SCc2cc(=O)n3nc(C)sc3n2)cc1OC | 8 | 7 | 1.5 | -6 | 3 | -1 | 104 | 16 | -9
O=C(O)CCc1ccc(-c2ccccc2)n1CC(=O)O | 5 | -7 | -2.0 | 11 | 6 | 4 | 97 | 4 | 1
O=C(Nc1ccc(N2CCOCC2)nc1)c1ccc(Cl)cc1 | 8 | -7 | 5.2 | 7 | -2 | 4 | 101 | 14 | -4
CCNC(=O)C(=O)NCCC1CCCCN1S(=O)(=O)c1cccs1 (stereo unspecified) | 3 | . | -0.7 | 2 | 5 | -5 | . | . | -3
S=c1nc(-c2ccccc2Br)[nH][nH]1 | 4 | 5 | -0.9 | 9 | -14 | 3 | 1.0*[inhibitor] | 7 | 0

Looked up by compound from above:
SMILES | CHRM4 PAM | pCIP destab | CRFR2-BP ag | CRFBP-R2 block | IDE act | IDE cell inh | MEKK3 PB1 HTS | PHOSPHO1 inh | GalR3 antagonist
CCn1ncc(/C=N\NC(=O)COc2cc(C)cc(C)c2)c1C | -9 | -6 | -1.1 | -4 | -3 | 4 | 99 | 9 | 2
CCN(CC)S(=O)(=O)c1ccc2oc(C(=O)NCCCN3CCOCC3)c(C)c2c1 | -7 | -7 | -0.1 | -3 | 2 | -3 | 92 | 8 | -2
CS(=O)(=O)c1ccc(Cl)c(NC(=O)Cc2ccsc2)c1 | 8 | -1 | -1.1 | 12 | 2 | 3 | 102 | 19 | -1

Rows were taken by chance; overall some 4.2% were active at least once.
